Mtb BioA inh = blocks M. tuberculosis BioA enzyme activity. 360,000 compounds, 0.096% hits. inhibition, % at 9.99 µM. purified M. tuberculosis BioA enzyme, plate reader. AID 602481; in the data active means inhibition above about 40%; inconclusive means no clear call, values can overlap the other calls
Mtb FBA inh = inhibits M. tuberculosis FBA enzyme; purified M. tuberculosis FBA, fluorescence read-out; AID 588726; inhibition, % at 1 µM; P9WQA3; 360,000 compounds, 2.3% hits; in the data active means inhibition above about 27%;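 further: 0% = vehicle and 100% = reference inhibitor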
Target sequence (P9WQA3 whole entry, looked up): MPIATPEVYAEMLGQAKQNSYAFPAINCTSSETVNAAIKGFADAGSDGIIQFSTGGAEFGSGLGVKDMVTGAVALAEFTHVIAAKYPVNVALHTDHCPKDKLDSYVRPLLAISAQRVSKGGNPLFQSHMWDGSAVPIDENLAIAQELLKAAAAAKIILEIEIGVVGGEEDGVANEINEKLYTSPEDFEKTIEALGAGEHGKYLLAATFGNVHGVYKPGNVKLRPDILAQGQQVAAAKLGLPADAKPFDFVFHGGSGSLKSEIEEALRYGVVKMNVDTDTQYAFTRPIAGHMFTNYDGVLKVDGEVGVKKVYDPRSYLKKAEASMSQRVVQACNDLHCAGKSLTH
Rv3671c protease = Rv3671c (M. tuberculosis) protease inhibition | 320,000 compounds, 0.048% hits | inhibition, % at 5.96 µM; in the data active means inhibition above about 38%;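 further: extracellular domain of Rv3671c used as enzyme; 0% = enzyme with DMSO and 100% = no enzyme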
Target sequence (P9WHR9 whole entry, looked up, the tested form may be a part): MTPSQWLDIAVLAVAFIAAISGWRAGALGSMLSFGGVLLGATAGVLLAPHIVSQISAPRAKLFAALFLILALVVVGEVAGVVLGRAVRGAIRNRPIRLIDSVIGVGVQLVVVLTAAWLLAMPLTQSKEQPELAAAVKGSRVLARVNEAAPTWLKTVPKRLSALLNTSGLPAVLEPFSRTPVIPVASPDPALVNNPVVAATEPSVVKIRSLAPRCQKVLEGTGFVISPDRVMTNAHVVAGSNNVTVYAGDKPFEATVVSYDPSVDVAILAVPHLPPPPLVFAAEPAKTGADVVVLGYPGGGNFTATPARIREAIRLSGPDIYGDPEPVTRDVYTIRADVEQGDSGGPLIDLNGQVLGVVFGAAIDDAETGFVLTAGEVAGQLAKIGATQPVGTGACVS
PrPC TRFRET = inhibitors of human cell surface prion protein PrPC. inhibition, % at 13.8 µM. TR-FRET read-out. 370,000 compounds, 0.43% hits; in the data active means inhibition above about 24%; further: 0% = median of the test wells and 100% = reference compound wells
UGM FP inh = Mtb UDP-galactopyranose mutase inhibition | P9WIQ1 | purified UGM, fluorescence polarization probe displacement | inhibition, % at 10 µM | 320,000 compounds, 0.06% hits; in the data active means inhibition above about 10%, passing the limit was not always enough; inconclusive means no clear call, values can overlap the other calls
FadD28 binding = blocks FadD28 binding to the bisubstrate probe; fluorescence polarization; inhibition, % at 12.5 µM; 360,000 compounds, 0.22% hits; in the data active means inhibition above about 8.5%, passing the limit was not always enough; inconclusive means no clear call, values can overlap the other calls
MazEF act = increases E. coli MazEF RNase cleavage of RNA | FAM/BHQ RNA-DNA oligo cleavage fluorescence, 5 h | activation, % at 20 µM | 350,000 compounds, 0.32% hits; in the data active means activation above about 50%
Target sequence (P0AE70 whole entry, looked up): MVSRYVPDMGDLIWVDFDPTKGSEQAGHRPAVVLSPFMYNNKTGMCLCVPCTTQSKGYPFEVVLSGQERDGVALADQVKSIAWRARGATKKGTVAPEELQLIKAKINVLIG
BoNT-F LC inh = inhibitors of Botulinum neurotoxin F light chain protease; Multiplex microsphere protease cleavage assay, flow cytometry; inhibition, % at 10 µM; 360,000 compounds, 0.22% hits; AID 588497; in the data active means inhibition above about 35%, passing the limit was not always enough; inconclusive means no clear call, values can overlap the other calls; further: plate controls were buffer without enzyme for full effect and enzyme alone for no effect
GDH-TPI counter = GDH-TPI coupled enzyme inhibition counter-screen; inhibition, % at 4.8 µM; 360,000 compounds, 1.2% hits; GDH-TPI coupled enzyme counterscreen, NADH absorbance; in the data active means inhibition above about 30%;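 further: 0% = DMSO wells and 100% = wells lacking the enzyme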
Numbers without * were called inactive; ? = inconclusive; . = no result given. Compounds were not picked by outcome; any-hit rate near 4.8%.

Preview:
SMILES	Mtb BioA inh	Mtb FBA inh	Rv3671c protease	PrPC TRFRET	UGM FP inh	FadD28 binding	MazEF act	BoNT-F LC inh	GDH-TPI counter
c1ccc(C2(N3CCCCC3)CCCCC2)cc1	1.7	1	0	0	.	-1.9	6	-2	-4
Cc1ccc(C(=O)Nc2ccc(S(=O)(=O)N3CCOCC3)cc2)cc1Br	3.4	-4	-11	-5	0.4	-3.2	-8	-3	-8
Cc1ccc(C(=O)Nc2cccc3ccccc23)o1	0.4	4	3	0	3.4	-1.6	1	?	2
Cc1ccc(-n2nc(C)c3c(-c4cccs4)c(C#N)c(N)nc32)cc1	.	0	-16	0	-1.7	-2.2	-1	3	-3
N#Cc1cc(C(=O)c2cc(Cl)ccc2O)cn(-c2ccccc2)c1=O	.	1	-10	5	-0.5	5.0	-4	-4	3
O=S(=O)(NCCCN1CCOCC1)c1ccc(F)c(Cl)c1	-0.9	-1	-1	0	-4.4	-2.9	0	6	9
COCC(=O)Nc1ccc(N2CCOCC2)c(S(=O)(=O)Nc2ccccc2OC)c1	-0.1	1	0	-5	-1.5	-1.0	-9	4	2
CCC(C)C(NC(=O)c1ccc(Cl)cc1Cl)C(=O)O (stereo not given)	1.0	-1	-4	-2	-1.0	-4.7	4	3	-11
CN(C)c1cc(-c2ccc(F)cc2)oc(=O)c1Cl	-0.5	-3	0	-7	1.9	0.1	-1	?	7
COC(=O)c1cc(O)cc(OC)c1C(=O)c1c(O)cc(C)cc1O	-0.7	4	-15	5	0.8	-1.9	-3	-15	20
O=C(NNC(=O)c1ccco1)Nc1ccccc1	0.2	-1	.	4	-0.2	-2.7	7	4	-3
CCCN(CCC)CC(O)CN1C(=O)NC(C)(C)C1=O (stereo not given)	.	0	5	7	-1.9	-2.2	3	1	-7
O=C(O)C1CCCCN1c1ccccc1[N+](=O)[O-] (stereo not given)	.	-1	.	1	.	0.0	.	1	.
CCn1cc(C(=O)NCCCN2CCCC(C)C2)c(=O)c2cc(S(=O)(=O)N(C)C3CCCCC3)ccc21 (stereo not given)	28	1	-9	-21	0.0	-1.5	18	3	20
COCCNC(=S)N1CCC2CC1c1cc(-c3ccc4c(c3)OCO4)ccc12 (stereo not given)	-3.6	4	.	7	.	-4.4	.	0	.
CCC(C)Sc1nc2c(c(=O)[nH]1)C(c1cccs1)C1=C(CCCC1=O)N2 (stereo not given)	2.7	5	7	-1	0.0	-1.0	2	-1	19
CC1(C)Cc2c(sc(NC(=O)c3ccco3)c2C(=O)O)CO1	0.9	0	-3	-6	1.7	0.7	0	4	16

This part in full, previewed entries included:
SMILES	Mtb BioA inh	Mtb FBA inh	Rv3671c protease	PrPC TRFRET	UGM FP inh	FadD28 binding	MazEF act	BoNT-F LC inh	GDH-TPI counter
c1ccc(C2(N3CCCCC3)CCCCC2)cc1	1.7	1	0	0	.	-1.9	6	-2	-4
Cc1ccc(C(=O)Nc2ccc(S(=O)(=O)N3CCOCC3)cc2)cc1Br	3.4	-4	-11	-5	0.4	-3.2	-8	-3	-8
Cc1ccc(C(=O)Nc2cccc3ccccc23)o1	0.4	4	3	0	3.4	-1.6	1	?	2
Cc1ccc(-n2nc(C)c3c(-c4cccs4)c(C#N)c(N)nc32)cc1	.	0	-16	0	-1.7	-2.2	-1	3	-3
N#Cc1cc(C(=O)c2cc(Cl)ccc2O)cn(-c2ccccc2)c1=O	.	1	-10	5	-0.5	5.0	-4	-4	3
O=S(=O)(NCCCN1CCOCC1)c1ccc(F)c(Cl)c1	-0.9	-1	-1	0	-4.4	-2.9	0	6	9
COCC(=O)Nc1ccc(N2CCOCC2)c(S(=O)(=O)Nc2ccccc2OC)c1	-0.1	1	0	-5	-1.5	-1.0	-9	4	2
CCC(C)C(NC(=O)c1ccc(Cl)cc1Cl)C(=O)O (stereo not given)	1.0	-1	-4	-2	-1.0	-4.7	4	3	-11
CN(C)c1cc(-c2ccc(F)cc2)oc(=O)c1Cl	-0.5	-3	0	-7	1.9	0.1	-1	?	7
COC(=O)c1cc(O)cc(OC)c1C(=O)c1c(O)cc(C)cc1O	-0.7	4	-15	5	0.8	-1.9	-3	-15	20
O=C(NNC(=O)c1ccco1)Nc1ccccc1	0.2	-1	.	4	-0.2	-2.7	7	4	-3
CCCN(CCC)CC(O)CN1C(=O)NC(C)(C)C1=O (stereo not given)	.	0	5	7	-1.9	-2.2	3	1	-7
O=C(O)C1CCCCN1c1ccccc1[N+](=O)[O-] (stereo not given)	.	-1	.	1	.	0.0	.	1	.
CCn1cc(C(=O)NCCCN2CCCC(C)C2)c(=O)c2cc(S(=O)(=O)N(C)C3CCCCC3)ccc21 (stereo not given)	28	1	-9	-21	0.0	-1.5	18	3	20
COCCNC(=S)N1CCC2CC1c1cc(-c3ccc4c(c3)OCO4)ccc12 (stereo not given)	-3.6	4	.	7	.	-4.4	.	0	.
CCC(C)Sc1nc2c(c(=O)[nH]1)C(c1cccs1)C1=C(CCCC1=O)N2 (stereo not given)	2.7	5	7	-1	0.0	-1.0	2	-1	19
CC1(C)Cc2c(sc(NC(=O)c3ccco3)c2C(=O)O)CO1	0.9	0	-3	-6	1.7	0.7	0	4	16
CCOc1ccc(C(C)=O)cc1CSC(=N)N	.	1	9	3	-3.3	-4.2	-6	-6	-9
COc1ccccc1NC(=O)c1ccc(-n2ccnc2)c([N+](=O)[O-])c1	8.6	-1	10	-17	-1.3	-0.9	0	17	4
O=C(Nc1ccccc1-c1ccccc1)c1cc(C(F)(F)F)cc(C(F)(F)F)c1	-3.5	0	-3	10	.	-0.9	0	-1	2
COc1ccc(S(=O)(=O)N2CCOCC2)cc1NC(=O)CN1CCCC1	-1.0	-3	6	2	-2.1	-1.7	18	0	-6
CN(C)c1ccc(C(C(=O)NCc2ccccc2)N(Cc2cccnc2)C(=O)c2snc(C(N)=O)c2N)cc1 (stereo not given)	.	1	.	-10	.	1.5	1	-18	5
O=C(Nc1ccc2c(c1)CCC2)C1CCN(c2c3c(nc4ncnn24)CCC3)CC1	4.0	0	2	12	-0.8	-1.7	-3	4	-1
CC(C)c1ccc(N(CC(=O)Nc2ccc(S(=O)(=O)N3CCOCC3)cc2)S(C)(=O)=O)cc1	.	-1	-11	1	-0.4	-2.2	-2	16	11
O=C(CNC(=O)c1ccccc1)Sc1ccccc1	-0.2	1	.	2	.	-1.3	-3	-27	-3
Cc1cc(C)cc(NC(=O)CSc2nnc(CNC(=O)c3ccco3)n2C)c1	-0.8	-2	-3	-8	0.4	-3.4	1	4	4
COc1ccc(C(=O)CCC(=O)NCCc2c[nH]c3ccccc23)cc1OC	-0.6	-2	-5	4	2.3	-4.1	13	-4	-8
Cc1ccc(C(=O)CCC(=O)OCC(=O)Nc2cc(S(=O)(=O)N(C)C)ccc2C)cc1	0.4	-1	.	7	.	0.1	-3	0	5
C=C(C)CSC1=C(C#N)C(c2ccccc2)CC(=O)N1 (stereo not given)	-1.7	3	-3	-1	-1.6	-0.7	10	15	4
CCOC(=O)C1=C(C)C2C3C(=O)N(c4ccc(C)cc4C)C(=O)C3C1(C)C1C(=O)N(c3ccc(C)cc3C)C(=O)C21 (stereo not given)	-0.6	-1	-2	2	-0.9	-1.7	1	-1	0
Cc1cccc(N(C)c2ncnc3onc(-c4ccc(F)cc4)c23)c1C	3.2	1	1	-4	0.3	-1.2	8	1	7
Nc1c(C(=O)Nc2ccc(S(=O)(=O)N3CCCC3)cc2)sc2nc3cc4c(cc3cc12)CCC4	.	1	1	-9	0.5	0.4	57*	-2	16
Cc1ccccc1NC(=O)C1CC(=O)OC12CCOC(C)(C)C2 (stereo not given)	0.5	-2	0	-3	-0.5	-3.6	14	-7	12
CCOc1ccc(-n2ccc(=O)c(C(=O)O)n2)cc1	-0.8	2	-8	4	-1.9	0.6	0	8	9
CC(=O)Oc1ccc2oc(=O)c3c(c2c1)CCCN3C(=O)CN1CCOCC1	.	-4	3	-4	1.3	0.6	12	6	5
O=C1c2ccccc2[C@@H]2C[C@@H](O)[C@H](Nc3cccc(C(F)(F)F)c3)CCN12	3.6	-3	.	4	.	-3.9	-3	1	-5
COCCCNC(=O)c1ccc(-c2nc3ccccc3nc2-c2ccccc2)cc1	-0.1	10	-2	-20	5.0	-1.4	3	-1	9
O=C(N/N=C/c1ccc(Cl)cc1)Nc1ccccc1	-1.1	-3	-13	-2	-0.1	-2.8	-8	6	9
C=CCN=C(SCC(=O)c1ccc(Cl)cc1)c1c(O)n(C)c(=O)n(C)c1=O	.	2	-2	13	-1.7	-3.8	6	-5	2
Cc1csc2nc(=O)c3ccccc3n12	.	49*	.	3	.	-0.6	4	8	5
Cc1ccc(-n2nnc3ccccc3c2=O)cc1C	-1.6	1	4	-20	1.7	-2.2	12	-8	2
CC1CCN(C(C)C(=O)Nc2cc(S(=O)(=O)N3CCCCC3)ccc2Cl)CC1 (stereo not given)	-1.9	-2	-1	5	-1.6	-1.6	3	2	4
O=C1CC[C@H](O)CCN1CCSc1ccc(Br)cc1	-0.7	1	1	-3	-0.6	-0.9	1	-7	7
COCCn1c(C)cc(C(=O)CSc2ccc3ccccc3n2)c1C	0.6	1	2	6	-0.4	-2.5	-1	-1	14
O=C(Cc1ccccc1)N1CCN(Cc2ccccc2Cl)CC1	0.6	2	-3	0	1.9	-0.8	12	9	0
Cn1cc(-c2cc(C(=O)O)on2)cn1	-1.2	0	-5	-4	-0.4	-0.6	7	1	2
CCOc1ccccc1NC1c2ccccc2C(=O)N1Cc1ccco1 (stereo not given)	0.5	0	3	2	1.2	-1.5	18	-4	-12
O=C(Nc1ccccc1)c1nc[nH]c1C(=O)N1CCN(c2ccccc2)CC1	-2.2	-3	-3	0	3.1	-1.4	6	-4	-3
COC(=O)c1cc(S(=O)(=O)Nc2nn(C)c3ccccc23)oc1C	0.8	0	8	-1	-2.5	-0.8	3	?	9
COc1ccc(C(=O)CN2C(=O)c3ccccc3C2=O)c(OC)c1C	.	5	0	.	2.6	-1.3	5	3	15
CC(=O)Nc1ccc(NC(=O)Nc2cccc(Cl)c2)cc1	-0.4	-1	2	-3	2.3	-0.1	6	9	5
Cc1cc(C)cc(N(C(C)C(=O)N2CCOCC2)S(C)(=O)=O)c1 (stereo not given)	.	0	-6	8	1.0	0.1	2	4	-3
O=C(CSc1cccc[n+]1[O-])Nc1ccccc1Oc1ccccc1	-1.9	-2	-2	-1	-0.4	-2.6	4	-9	12
CCN(CC)S(=O)(=O)c1ccc(C(=O)NC(=S)N(CCO)Cc2ccccc2)cc1	.	0	2	1	-6.2	0.9	-1	-5	-1
CCC(C(=O)Nc1cnccn1)c1ccccc1 (stereo not given)	.	-1	7	-6	4.0	-3.1	-2	-5	0
Cc1ccc(SCCC(=O)OC(C(=O)NC(N)=O)C(C)C)cc1 (stereo not given)	-2.0	-1	3	-6	-1.4	-0.4	-14	-3	-4
O=c1oc2ccccc2c(N2CCOCC2)c1[N+](=O)[O-]	.	4	-1	-11	-0.6	0.9	3	-8	1
Nc1c(-c2cccc(Cl)c2)cnn1-c1cccc(C(F)(F)F)c1	5.4	0	-2	15	-1.1	-4.3	-2	-2	-8
COc1ccc(-c2csc(Nc3cccc(C)n3)n2)cc1OC	1.6	2	.	0	.	0.2	8	-5	4
